E-selectin induc = induces E-selectin expression in human endothelial cells | hit rate 0.37% among 260,000 | P16581 | HUVEC E-selectin immunofluorescence imaging; normalized: neutral wells 0, TNF-alpha wells 100 | AID 686992 | activation, % at 7.58 µM;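 active means mean E-selectin-positive cell signal at least 10% of the positive control, reached in at least 60% of replicates, without over 20% cell loss; inconclusive means no rule given, readout overlaps actives, possibly toxicity-flagged; inactive means the rest, including those meeting only one limit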;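 further: in these data hits start at about 27%; measured in HUVEC primary endothelial cells; signal is the percent of cells scored E-selectin positive by PE staining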
Target sequence (P16581 whole entry, looked up): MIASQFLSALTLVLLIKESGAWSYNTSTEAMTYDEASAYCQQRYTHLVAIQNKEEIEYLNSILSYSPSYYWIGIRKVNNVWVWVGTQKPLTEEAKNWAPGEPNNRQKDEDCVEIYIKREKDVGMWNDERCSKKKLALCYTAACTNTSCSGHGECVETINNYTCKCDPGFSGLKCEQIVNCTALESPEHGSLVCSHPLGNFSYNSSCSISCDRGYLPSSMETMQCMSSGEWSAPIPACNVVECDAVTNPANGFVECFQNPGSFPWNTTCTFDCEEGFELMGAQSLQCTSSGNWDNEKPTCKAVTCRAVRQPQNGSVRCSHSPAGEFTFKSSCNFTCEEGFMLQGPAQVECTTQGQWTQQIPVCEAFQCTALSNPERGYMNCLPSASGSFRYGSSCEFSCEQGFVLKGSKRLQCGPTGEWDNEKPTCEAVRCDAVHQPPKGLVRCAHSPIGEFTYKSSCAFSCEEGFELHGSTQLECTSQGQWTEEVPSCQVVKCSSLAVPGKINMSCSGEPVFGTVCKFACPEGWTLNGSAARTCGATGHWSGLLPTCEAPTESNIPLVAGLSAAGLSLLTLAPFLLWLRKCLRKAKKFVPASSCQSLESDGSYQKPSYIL
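Assay system: HUVEC, human umbilical vein endothelial cells / Amount: 3,000 HUVEC/well / Controls: TNF-alpha positive control, DMSO neutral control / Compound dosing: single concentration / Medium: EGM-2 over gelatin coat / Evaluation: percent E-selectin-positive cells / Signal: immunofluorescence imaging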
DENV2 CPE rescue = protects cells from dengue virus 2 cytopathic effect; DENV2-infected cells, cytopathic effect rescue, plate reader; CPE inhibition, % at 9.99 µM; hit rate 1.7% among 350,000; AID 651640; in the data active means CPE inhibition above about 20%, passing the limit was not always enough; inconclusive means no clear call, values can overlap the other calls; tested in BHK-21 cells;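 further: 0% = median of neutral control wells and 100% = median of positive control wells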
SIRT5 inh = blocks human SIRT5 desuccinylation of peptide; inhibition, % at 15 µM; Q9NXA8; hit rate 1.1% among 330,000; Purified SirT5, succinyl-peptide AMC, trypsin-coupled fluorescence; in the data active means inhibition above about 15%; inconclusive means no clear call, values can overlap the other calls
Target sequence (Q9NXA8 whole entry, looked up): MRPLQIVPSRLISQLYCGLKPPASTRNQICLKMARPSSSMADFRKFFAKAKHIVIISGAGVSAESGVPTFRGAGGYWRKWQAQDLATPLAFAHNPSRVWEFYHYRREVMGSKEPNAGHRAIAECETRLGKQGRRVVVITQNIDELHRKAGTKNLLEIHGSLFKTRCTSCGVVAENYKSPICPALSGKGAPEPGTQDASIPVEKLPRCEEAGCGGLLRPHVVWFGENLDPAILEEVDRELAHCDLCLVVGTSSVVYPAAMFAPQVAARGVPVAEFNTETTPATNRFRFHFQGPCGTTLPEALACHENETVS
PglD DTNB = PglD (C. jejuni) enzyme inhibition; purified PglD enzyme, DTNB colorimetric CoA detection; inhibition, % at 12.5 µM; hit rate 0.098% among 360,000; AID 602405; in the data active means inhibition above about 16%, passing the limit was not always enough; inconclusive means no clear call, values can overlap the other calls; further: strong numbers were not always called active
S100A4 inh HTS = inhibitors of human S100A4 binding to myosin IIA peptide | inhibition, % at 10.7 µM | S100A4/TAMRA-MyoIIA peptide fluorescence polarization | hit rate 0.14% among 360,000 | P26447;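 active means mean inhibition of at least 70% across replicates, with every replicate also reaching that level; inconclusive means mean inhibition reaches 70% but some replicates fall short; inactive means mean inhibition below 70%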
Target sequence (P26447 whole entry, looked up): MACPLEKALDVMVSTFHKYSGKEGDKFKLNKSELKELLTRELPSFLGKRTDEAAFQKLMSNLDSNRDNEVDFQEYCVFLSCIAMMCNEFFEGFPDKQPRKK
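Material: S100A4 monomer protein | Medium: HEPES pH 7.2 with CaCl2, KCl, NaCl, DTT, Triton | Reagent: Labelled myosin peptide probe, 5 nM | Doses: One dose per compound | Times: 5 min incubation before reading | Benchmarks: Neutral control DMSO, positive control TFP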
Statin myotox sup = suppression of simvastatin myotoxicity. rescue of ATP level, % at 7.49 µM. AID 602340. C2C12 myotubes + simvastatin, ATP luminescence, 48 h; scaled: DMSO 0, geranylgeraniol control 100. hit rate 0.78% among 330,000;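 active means mean ATP rescue above about 67%, or every replicate alone reaching that limit, limit read from the data, passing the limit was not always enough; inconclusive means no clear call, values can overlap the other calls; inactive means mean under the limit and some replicate under it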;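 further: myotubes were challenged with 10 µM simvastatin during compound exposure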
ERp5 block = inhibitors of human ERp5. hit rate 0.05% among 350,000. ERp5 insulin aggregation, absorbance 650 nm, 90 min. inhibition, % at 9.99 µM;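 active means mean replicate inhibition above about 25%, with every replicate also reaching it, limit read from the data, passing the limit was not always enough; inconclusive means only one of those two criteria met; inactive means neither criterion met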
Numbers without * were called inactive; u = inconclusive; x = not tested or not shown; & = joins results of further samples.

SMILES | E-selectin induc | DENV2 CPE rescue | SIRT5 inh | PglD DTNB | S100A4 inh HTS | Statin myotox sup | ERp5 block
O=C(N/N=C/c1ccc(Cl)c([N+](=O)[O-])c1)c1cc(-c2ccc3c4c(cccc24)CC3)n[nH]1 | 0.2 | -1 | -3 | 0 | -2 | -11 | -8
CC(C)CCNC(=O)c1c(CSc2ccccc2)noc1C(=O)NCc1ccccc1 | 0.0 | -3 | -3 | 10 | -3 | 0 | -1
Nc1nn(-c2ccccc2)c(N)c1N=Nc1cccc(F)c1 | 2.3 | 10 | x | -1 | -3 | x | 1
CCOc1cc(OCC)cc(C(=O)N2CCC[C@@H]2C(=O)N2CCC[C@H]2C(=O)NCc2ccncc2)c1 | -0.2 | 10 | 2 | x | 8 | x | -2
Cc1ccc(S(=O)(=O)CC(=O)Nc2nc3ccccc3s2)cc1 | x | -6 | -1 | x | 1 | -3 | 4
CCCNC(=O)C[C@@H]1CC[C@@H]2[C@H](COc3ccc(NC(=O)Nc4ccccc4)cc3C(=O)N2C)O1 | 0.0 | 0 | x | 2 | x | -12 | x
NNC(=O)CSc1nc(-c2ccccc2)nc2c1CCCC2 | x | u | -1 | x | -6 | x | 2
C/C=C/c1cnc2c(c1)C(=O)N([C@H](C)CO)C[C@@H](C)[C@@H](CN(C)S(=O)(=O)c1cn(C)cn1)O2 | -0.1 | 2 | -2 | 1 | 2 | 4 | -4
Cc1cc(NC(=O)CSc2nnc3ccc(-c4ccc(F)cc4)nn23)no1 | x | -4 | -2 | x | 6 | x | 0
O=S(=O)(c1ccccc1)N1CCCCN2[C@H](C1)[C@@H](c1ccc(-c3cncnc3)cc1)[C@@H]2CO | 0.1 | -6 | 7 | 1 | 4 | x | -5

The closing four records of the part above open the next one:
SMILES | E-selectin induc | DENV2 CPE rescue | SIRT5 inh | PglD DTNB | S100A4 inh HTS | Statin myotox sup | ERp5 block
NNC(=O)CSc1nc(-c2ccccc2)nc2c1CCCC2 | x | u | -1 | x | -6 | x | 2
C/C=C/c1cnc2c(c1)C(=O)N([C@H](C)CO)C[C@@H](C)[C@@H](CN(C)S(=O)(=O)c1cn(C)cn1)O2 | -0.1 | 2 | -2 | 1 | 2 | 4 | -4
Cc1cc(NC(=O)CSc2nnc3ccc(-c4ccc(F)cc4)nn23)no1 | x | -4 | -2 | x | 6 | x | 0
O=S(=O)(c1ccccc1)N1CCCCN2[C@H](C1)[C@@H](c1ccc(-c3cncnc3)cc1)[C@@H]2CO | 0.1 | -6 | 7 | 1 | 4 | x | -5
COc1ccccc1N1CCN(/N=C\c2ccccc2)CC1 | x | 5 | 2 | 9 | -2 | -3 | 2
CC(C)S(=O)(=O)N1CCCC(c2cc(C(=O)Nc3ccc(F)c(Cl)c3)no2)C1 (stereo not drawn) | x | u | -2 | -3 | 13 | -5 | 0
COc1ccc2[nH]c3c(c2c1)CCN1C(=O)N([C@@H](C)C(=O)NCC2CCCO2)C(=O)[C@]31C (stereo partly drawn) | x | 14 | x | 2 | 11 | 9 | 10
Cc1ccc[n+](C(C)C(=O)c2ccc(-c3ccccc3)cc2)c1 (stereo not drawn) | u | -4 | 14 | 0 | 5 | -106 | -1
CCNC(=O)C1(C)CCN(C(=O)c2ccc3snnc3c2)C1 (stereo not drawn) | 0.4 | u | x | 2 | -2 | 4 | 1
CC(OC(=O)/C(C#N)=C/c1ccc(N(C)C)cc1)C(=O)NCc1ccco1 (stereo not drawn) | 6.5 | 1 | -1 | 2 | -47 | 15 | 0
O=C(COC(=O)c1ccc(O)cc1O)NC(=O)Cc1ccccc1 | 1.1 | -4 | -2 | 1 | -6 | 5 | 1
COc1ccc(C(C)C)cc1S(=O)(=O)NC1CCCC1 | -0.1 | 10 | 0 | 4 | 6 | 1 | 3
COCC(=O)Nc1ccc2c(c1)OC[C@@H](C)N(C(=O)c1ccncc1)C[C@@H](C)[C@@H](OC)CN(C)C2=O | -0.1 | 13 | -4 | 2 | 1 | 0 | 2
CCN(CCn1cccn1)C(=O)c1ccc(OC2CCN(C(=O)COC)CC2)cc1 | x | 0 | -2 | -1 | -5 | 2 | -4
CC(C)C[C@@H]1Cc2[nH]c(=S)[nH]c(=O)c2[C@H](C)O1 | 0.6 | u | 4 | x | -1 | x | 3
O=C(C=Cc1ccccc1F)c1ccccc1 | 0.3 | -9 | -6 | x | 5 | x | 1
CC1(OC(=O)C2CCCC2)C(=O)C=C2C=C(c3ccsc3)N(C3CCCCC3)C=C2C1=O (stereo not drawn) | 0.0 | x | 0 | -1 | -9 | 12 | 14
COc1ccc(CNC(=O)C[C@@H]2CC[C@H](NC(=O)c3cccc(F)c3)[C@H](CO)O2)cc1 | -0.3 | -3 | 3 | 0 | -5 | -23 | 1
COC(=O)[C@]1(Cc2ccccc2)N=C(c2ccc(OCCCO)cc2)O[C@@H]1c1ccccc1CN=[N+]=[N-] | x | -4 | 1 | -2 | -5 | x | 2
C/C=C(/C(=C/C)c1ccc(O)cc1)c1ccc(O)cc1 | 0.8 | 1 | 1 | -4 | 3&-12 | 2 | -9
Cc1ccc(-c2cnc(C(O)c3cccc(C)c3C)[nH]2)cc1 (stereo not drawn) | 0.0 | -5 | x | -1 | -1 | 6 | -3
C[C@H](CO)N1C[C@H](C)[C@H](CN(C)C)Oc2ncc(-c3cccc(C(=O)N(C)C)c3)cc2C1=O | -0.5 | 3 | 3 | 5 | 7 | 0 | -2
Cc1noc(C)c1S(=O)(=O)N(C)C[C@@H]1OCc2cn(nn2)CCCC(=O)N([C@@H](C)CO)C[C@@H]1C | -0.5 | 5 | 3 | 12 | -7 | -3 | 1
O=C(NCc1ccccc1)c1ccc(CS(=O)Cc2cccc(Cl)c2)o1 (stereo not drawn) | -0.1 | 10 | x | 2 | -2 | 36 | -9
O=C(NCCCNC(=O)c1ccccn1)c1ccccn1 | x | x | -3 | -1 | -4 | -1 | 6
CC(C)NC(NC(=O)/C=C/c1ccccc1)C(Cl)(Cl)Cl (stereo not drawn) | 0.5 | -3 | 0 | x | 2 | x | 3
COc1ccc(NCC(=O)N/N=C2\CCc3ccccc32)cc1 | 11 | -6 | 1 | x | 5 | x | 3
O=C(CCC(=O)c1cccs1)Nc1ccccc1F | x | x | -4 | 1 | -2 | -11 | -10
CC(=O)OCC[C@H](NS(=O)(=O)OCC(Cl)(Cl)Cl)c1ccccc1 | x | -10 | x | 9 | -2 | 6 | -4
O=C(NC(CCl)c1ccccc1)c1ccc(Cl)cc1 (stereo not drawn) | x | 3 | 1 | -1 | 0 | -1 | 1
Cc1c(C(=O)NCCCn2ccnc2)oc2ccccc12 | 7.7 | 0 | 1 | 6 | 7 | 5 | 0
C[C@@H]1CN([C@H](C)CO)C(=O)Cc2cc(NC(=O)CCC(F)(F)F)ccc2O[C@H]1CN(C)C(=O)Nc1ccccc1 | 0.5 | -1 | -5 | 0 | 2 | -5 | 5
Cc1ccsc1/C=N/Nc1cccc(C(=O)O)c1 | 0.3 | 8 | 13 | x | 2 | x | 3
Cc1ccc(NC(=O)Cn2cc(C=O)c3ccccc32)cc1 | x | -4 | 6 | 4 | 4 | 19 | 4
CCN1C(=O)[C@H]2[C@@H](c3ccc(-c4ccc(OC)cc4)c(OC)c3)N[C@@](Cc3ccccc3)(C(=O)OC)[C@H]2C1=O | -0.2 | 0 | -4 | 2 | 3 | 3 | 5
CO[C@H]1CN(C)C(=O)c2cc(NC(=O)c3ccccc3F)ccc2OC[C@@H](C)N(C)C[C@@H]1C | 0.3 | -2 | -9 | 0 | 61 | 6 | -2
CC(C)=CCC/C(C)=C/CNC(=O)C[C@H]1C[C@H](C(=O)N(C(C)C)C(C)C)[C@@]2(C)c3[nH]c4ccc(Cl)cc4c3CCN2C1=O | 0.0 | -15 | 6 | 2 | -2 | -10 | -4
Cc1ccc(C)c(OCc2cc(C(=O)N3CC[C@H](O)C3)no2)c1 | x | -4 | 0 | -6 | -9 | 1 | -6
Cc1ccc2c(c1)c(Sc1ccccc1)c(CC(=O)O)n2C | x | 14 | -6 | -2 | 1 | 4 | 2
Cc1cccc(CN2C3=NCCCN3c3ccccc32)c1 | 2.6 | 2 | -3 | 0 | -8 | -10 | 1
CN1c2ccc(Br)cc2[C@H]2[C@H](CCN2C(=O)Cc2ccccc2)[C@H]1CO | 1.7 | 12 | 1 | -1 | 9 | 63 | -1
O=C(O)CCCCN1C(=O)C=CC1=O | -0.1 | -6 | x | x | -1 | x | 1
CCOc1ccc(NC(=S)N(CCc2ccncc2)C(C)C)cc1 | 4.6 | 12 | -1 | 6 | 0 | -7 | 9
CO/N=C/C(C#N)c1ncc(C(F)(F)F)cc1Cl (stereo not drawn) | x | 6 | 0 | -1 | -2 | -33 | -1
C[C@H]1CN([C@@H](C)CO)C(=O)Cc2cc(NC(=O)CCN3CCOCC3)ccc2O[C@H]1CN(C)C(=O)Nc1ccc(F)cc1 | -0.8 | 2 | -1 | 0 | 3 | 19 | 3
CNc1cncc(-c2cc(C)c(O)c(C)c2)n1 | 0.4 | -5 | -4 | 1 | -8 | 1 | -4
O=c1c(F)cn(C2CCCO2)c(=O)n1Cc1ccccc1F (stereo not drawn) | x | 0 | -2 | -2 | 2 | 5 | 1
CCN(C(=O)COC(=O)/C=C/c1ccc(Cl)c(Cl)c1)c1c(N)n(Cc2ccccc2)c(=O)[nH]c1=O | 1.0 | -7 | -1 | 1 | -6 | -2 | -3
CCOc1ccc(OCC)c(NC(=O)CSc2nnc(C3CC3)n2CC)c1 | x | -1 | 1 | 6 | -3 | -5 | 0
NC(=O)C1CCN(CC(=O)Nc2cc(S(=O)(=O)N3CCOCC3)ccc2N2CCCC2)CC1 | x | 7 | 3 | -1 | 11 | -15 | -4
COc1cccc(NC(=O)CN(C)C(=O)CSc2ccc3c(c2)OCCO3)c1 | x | 6 | -2 | 0 | -9 | 1 | 0
C/C=C/c1ccc2c(c1)O[C@@H](CN(C)Cc1ccccc1F)[C@H](C)CN([C@@H](C)CO)S2(=O)=O | -0.3 | 4 | 19* | 4 | 11 | x | -1
CCOC(=O)CNC(=S)N(Cc1ccccc1)Cc1cccnc1 | -1.4 | -9 | 0 | 32* | -5 | 9 | 1
CSc1ccc(CN(C)C(=O)CNC(=O)c2sc3ccccc3c2Cl)cc1 | -0.7 | -3 | 0 | 4 | 3 | 5 | 0

Next section:
SMILES | E-selectin induc | DENV2 CPE rescue | SIRT5 inh | PglD DTNB | S100A4 inh HTS | Statin myotox sup | ERp5 block
CCOc1ccc(S(=O)(=O)N(CC(=O)NN=C2CCN(C)CC2)c2ccc(C)cc2)cc1 | -0.1 | -9 | -2 | -1 | 4 | 5 | 1
COc1ccccc1C(C)Nc1ccc(S(=O)(=O)N2CCN(C)CC2)cc1[N+](=O)[O-] (stereo not drawn) | -1.0 | -1 | 1 | 11 | -4 | -11 | -2
CCC(C)N(C)C(=O)c1cc2ccccc2c(-c2ccccc2Cl)n1 (stereo not drawn) | -0.3 | 4 | -2 | 1 | 3 | 2 | -1
CSc1ccccc1C(=O)Nc1ccccc1C | x | 1 | -2 | x | 1 | x | -1
COc1ccc(NC(=O)C2CCCN2c2nn3c(=O)cc(C)nc3s2)cc1 (stereo not drawn) | 0.0 | 4 | 2 | 4 | -4 | 3 | -2
C[C@H]1CN([C@@H](C)CO)C(=O)c2cccc(NC(=O)C3CCCCC3)c2O[C@H]1CN(C)Cc1ccc(C(=O)O)cc1 | 2.0 | -6 | -2 | 1 | -39 | -1 | -6
Cc1ccc(OCc2cc(C(=O)N3CCN(C4CCCCC4)CC3)no2)cc1C | x | 2 | 0 | -4 | -4 | -5 | -3

A portion of the library (hit frequency here may not be typical).
